Screening data from PubChem.
Keap1 Nrf2 FP = Keap1-Nrf2 (human) interaction inhibition | Keap1 Kelch-Nrf2 peptide fluorescence polarization, 1536-well | inhibition, % at 9.4 µM | actives 0.15% (n = 340,000); in the data active = inhibition above about 12%;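 note: human Keap1 Kelch domain with fluorescein labeled Nrf2 9mer peptide probe; 0% = neutral control wells and 100% = peptide positive control; higher means more block of Keap1 binding to Nrf2 peptide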
Rtt109 HAT inh = C. albicans Rtt109 histone acetyltransferase inhibition | actives 0.16% (n = 330,000) | inhibition, % at 34.9 µM | AID 540336 | purified Rtt109/Vps75, ThioGlo CoA-SH fluorescence, 4 h;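 active = inhibition of at least 50% in every replicate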
PKA-R2B activ = activators of human PKA-R2B complex; P22694+P31323; activation, % at 11.4 µM; PKA-R2B holoenzyme dissociation, Cy5-IP20 fluorescence polarization; R2B truncated from residue 108, S112A mutant; 0% DMSO only, 100% 113 µM cGMP; actives 0.079% (n = 340,000);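 active = activation above a cutoff set at the mean over all compounds plus 3 SD, cut at about 18% in these data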;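 note: higher means more holoenzyme dissociation and a rise in polarization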
Target sequence (P31323 whole entry, looked up, other chains not shown, the tested form may be a part): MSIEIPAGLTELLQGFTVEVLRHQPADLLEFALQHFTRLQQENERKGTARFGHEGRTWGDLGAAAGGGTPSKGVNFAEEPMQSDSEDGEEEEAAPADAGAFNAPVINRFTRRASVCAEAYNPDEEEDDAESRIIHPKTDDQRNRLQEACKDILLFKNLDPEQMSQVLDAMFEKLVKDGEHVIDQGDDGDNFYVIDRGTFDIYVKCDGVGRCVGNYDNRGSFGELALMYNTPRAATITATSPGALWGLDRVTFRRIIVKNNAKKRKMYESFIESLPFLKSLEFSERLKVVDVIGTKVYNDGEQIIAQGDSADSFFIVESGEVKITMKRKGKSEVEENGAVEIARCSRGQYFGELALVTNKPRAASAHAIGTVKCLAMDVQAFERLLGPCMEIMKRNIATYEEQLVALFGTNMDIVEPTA
CAL PDZ FP-1 = blocks peptide binding to human CAL PDZ domain. Q9HD26. purified CAL PDZ, TMR-peptide fluorescence polarization, 1 h. inhibition, % at 20 µM. actives 0.02% (n = 330,000). AID 504414;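 active = highest replicate inhibition of at least 40%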;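 note: plate controls were DMSO neutral control wells for no effect and unlabeled competitor peptide control wells for full effect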
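Read-out basis: mP drop reported as inhibition | Assay system: Tagged CAL PDZ protein CerCALP, purified | Benchmarks: Unlabelled peptide for full inhibition, DMSO wells as neutral | Schedule: 1 h incubation at room temperature before polarization reading | Buffer or medium: Sodium phosphate/NaCl buffer pH 7.4 with TCEP, IgG, Thesit | Doses: Single point, 20 µM | Measured by: Fluorescence polarization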
C-LANA FP = KSHV C-LANA DNA binding inhibition; inhibition, % at 9 µM; MBP-C-LANA/FAM-LBS DNA binding, fluorescence polarization; actives 0.078% (n = 340,000);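 active = highest replicate inhibition at or above 60% at 9 µM, even if other replicates fall short; inactive = all replicates below 60% inhibition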;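 note: 0% = neutral control wells and 100% = 4 µM acridine orange control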
DAGLB inhibitor = diacylglycerol lipase beta (human) inhibition; AID 504411; actives 0.059% (n = 340,000); HEK293T DAGLB membrane lysate, EnzChek fluorogenic substrate; Q8NCG7; inhibition, % at 5.17 µM; in the data active = inhibition above about 34%;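 note: 0% = enzyme with vehicle and 100% = wells lacking enzyme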
Target sequence (Q8NCG7 whole entry, looked up): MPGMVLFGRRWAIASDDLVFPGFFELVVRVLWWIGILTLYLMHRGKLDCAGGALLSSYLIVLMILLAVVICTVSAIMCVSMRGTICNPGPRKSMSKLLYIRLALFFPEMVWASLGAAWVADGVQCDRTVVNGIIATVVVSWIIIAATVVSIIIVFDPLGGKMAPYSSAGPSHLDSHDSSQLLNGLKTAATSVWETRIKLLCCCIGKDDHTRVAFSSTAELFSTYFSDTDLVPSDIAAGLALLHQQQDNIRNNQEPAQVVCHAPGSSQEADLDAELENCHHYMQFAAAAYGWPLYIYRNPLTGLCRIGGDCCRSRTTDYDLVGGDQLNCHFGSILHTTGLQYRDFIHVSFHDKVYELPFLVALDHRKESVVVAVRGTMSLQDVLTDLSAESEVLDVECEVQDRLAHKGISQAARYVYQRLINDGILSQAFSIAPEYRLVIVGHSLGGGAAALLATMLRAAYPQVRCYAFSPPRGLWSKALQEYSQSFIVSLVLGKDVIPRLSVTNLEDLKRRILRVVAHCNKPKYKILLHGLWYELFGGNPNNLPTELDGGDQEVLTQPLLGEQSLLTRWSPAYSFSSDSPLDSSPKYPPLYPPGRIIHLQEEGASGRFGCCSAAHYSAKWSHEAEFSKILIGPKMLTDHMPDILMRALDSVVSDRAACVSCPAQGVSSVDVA
Cardiac RTF inh = cardiac RTF calcium desensitization | IANBD-labeled cardiac RTF, Ca2+ fluorescence | actives 0.12% (n = 340,000) | inhibition, % at 7.15 µM | P19429+P45379;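 active = inhibition above the mean inhibition of all tested compounds plus 3 SD, cut at about 17% in these data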;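 note: assay run at fixed EC70 calcium of 1.6 mM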
CAL PDZ FP-2 = blocks peptide binding to the human CAL PDZ domain. Q9HD26. purified CAL PDZ, TMR-peptide fluorescence polarization, 1 h. inhibition, % at 24.9 µM. actives 0.92% (n = 300,000). AID 602252;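 active = mean inhibition of at least 30% with at least half of replicates also reaching 30%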;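 note: 0% = DMSO neutral control and 100% = excess unlabeled competitor peptide PRC23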
cardiac RTF act = increases calcium sensitivity of human cardiac regulated thin filaments. P19429+P45379. IANBD-labeled TnC RTF fluorescence at EC20 calcium; 0% EC20 calcium, 100% full calcium. activation, % at 7.2 µM. actives 0.24% (n = 340,000);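 active = activation above the mean over all tested compounds plus 3 SD, cut at about 30% in these data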;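 note: rise in fluorescence read as greater calcium sensitivity of cardiac thin filaments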
SR-BI uptake up = SR-BI HDL lipid transfer activation | CHO ldlA[mSR-BI] cells, DiI-HDL uptake fluorescence, 3 h; 100 = double the neutral-control signal | activation, % at 12.5 µM | actives 0.096% (n = 320,000) | AID 504775;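 active = mean replicate activation of at least 60% and every replicate at or above 60%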;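 note: 0% = median plate neutral-control signal and 100% = twice that signal; values of inactives mirror those of a sister screen read the other way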
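Material – SR-BI-overexpressing, LDLR-lacking CHO cells · Medium – BSA-supplemented, HEPES-buffered Ham's F12, pH 7.4 · Doses – single concentration · Times – compound with DiI-HDL co-incubation, 3 h at 37 °C · Measured by – bottom-read fluorescence, 550/595 nm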
* hit, by the source's call; · = no result given.

SMILES	Keap1 Nrf2 FP	Rtt109 HAT inh	PKA-R2B activ	CAL PDZ FP-1	C-LANA FP	DAGLB inhibitor	Cardiac RTF inh	CAL PDZ FP-2	cardiac RTF act	SR-BI uptake up
O=S(=O)(c1ccc(Br)s1)N1CCN(CCOc2ccccc2)CC1	2.3	0.1	-9.9	-1.8	0.2	-8.1	-7.3	·	1.4	24.6
CS(=O)(=O)N(CC(=O)NC1CCCC1)Cc1ccc(Cl)cc1	-2.9	-7.0	-2.7	-0.1	0.3	-0.8	-1.4	0.8	-5.8	11.8
CCN(C(=O)CSc1nc2ccc([N+](=O)[O-])cc2s1)C1CCS(=O)(=O)C1 (centres undefined)	-3.5	6.6	-6.8	-0.7	0.7	0.8	14.1	-3.9	0.7	-8.7
CC(C)COc1ccc(C(=O)NNC(=O)c2ccc(=O)[nH]c2)cc1	0.4	7.4	-3.9	-1.2	0.2	1.9	-6.6	-2.9	-2.0	6.5
O=C(COc1ccc(S(=O)(=O)N2CCCC2)cc1)NCc1ccco1	0.3	-7.0	-11.6	-1.3	0.7	-1.8	2.9	-1.1	-7.3	-10.5
Cc1nc2ccccc2c2oc(C(=O)N3CCc4ccccc4C3)cc12	-5.6	4.1	-10.4	-1.8	-2.2	0.5	-3.2	-1.6	-4.3	-26.6
O=c1c(Cc2ccccc2)c(O)c2cccc3c4c(n1c23)CCCC4	-7.0	-8.9	-0.6	0.3	-0.9	3.7	-5.8	·	-3.0	-2.8
Cc1ccc2c(c1)C1CN(C)CCC1N2C(=S)Nc1ccc(OC(F)F)cc1 (centres undefined)	0.0	-4.7	9.6	-0.8	-1.0	-0.7	6.5	-3.2	-2.6	23.0
Cc1c(C)c2c(OCC(=O)NCCCO)cc3c(c2oc1=O)CCC(C)(C)O3	0.9	-18.1	-8.3	-1.4	1.3	3.8	-2.6	-0.1	8.4	-21.4
CN(c1ccccc1)c1nc(N)c([N+](=O)[O-])c(NCc2ccco2)n1	-2.4	2.9	-4.6	-1.5	1.6	-4.4	-2.9	-3.3	4.8	-26.7
COc1ccccc1CN=Cc1[nH]c2ccc(Br)c(Cl)c2c1O	0.4	-7.4	-1.5	0.1	0.9	-0.3	-4.0	0.5	6.7	0.0
CCCCN(C(=O)C1CC(=O)N(c2ccc(C)cc2)C1)c1c(N)n(CCC)c(=O)[nH]c1=O (centres undefined)	-2.5	4.4	-9.0	-2.0	3.2	3.6	-18.8	-3.3	3.2	1.7
COc1ccc(OC)c(CN2CCN(C(=O)c3ccc(S(=O)(=O)Nc4ccccc4F)cc3)CC2)c1	-0.2	6.2	-1.8	-1.5	0.5	-0.7	3.5	·	-0.5	-57.7
CCCCNC(=O)c1onc(CSc2ccc(C)c(C)c2)c1C(=O)O	0.3	4.2	-8.2	-0.9	1.1	11.5	0.7	-1.0	-1.6	2.7
S=C(Nc1ccc(Br)cc1)N1CCN(c2ccccn2)CC1	1.9	-9.1	7.6	-1.6	-0.7	-5.0	1.0	·	-7.0	4.2
CCC(=O)[C@@]1(C)[C@H](C)C[C@H]2[C@@H]3CCC4=CC(=O)C=C[C@]4(C)[C@H]3[C@@H](O)C[C@@]21C	-0.4	-0.8	1.4	0.1	-0.9	1.5	1.1	-5.7	-7.4	-11.3
CCOC(=O)Cn1c(N2CCOCC2)nc2c1c(=O)[nH]c(=O)n2C	-1.9	-5.9	0.8	-0.4	-0.6	1.8	-3.4	-5.0	0.1	-13.8
O=C(NCC1CCCO1)c1cccc(Oc2ccccc2)c1 (centres undefined)	2.8	-11.9	8.8	-0.2	0.3	1.2	-8.9	-0.8	0.7	14.8
COc1cc(/C=C(\C#N)c2ccccn2)cc(OC)c1O	-11.0	12.4	-4.1	-1.3	-4.4	-1.6	-1.7	1.7	2.5	·
COC(=O)C1=CN(Cc2cccs2)C=C(C(=O)OC)C1c1cccc(OC)c1OC	1.9	-6.0	-0.3	-1.5	1.3	1.5	7.8	5.1	3.0	1.2
CN(CC(=O)Nc1ccccc1Cl)CC(=O)c1c(N)n(Cc2ccccc2)c(=O)n(C)c1=O	0.3	7.1	6.2	-0.6	-1.7	-2.9	-0.3	·	-4.0	0.2
O=C(COc1ccc(Br)cc1F)NCC1(N2CCCCC2)CCCCC1	-3.6	5.2	-7.2	0.1	-2.4	0.0	1.8	-4.4	1.5	-5.7
CCC(CC)c1nnc(NC(=O)CCNC(=O)c2ccccc2Cl)s1	-1.3	-6.3	6.5	0.3	-1.7	2.1	-14.3	-2.7	5.2	4.7
O=C(NCCCN1CCOCC1)C1COc2ccccc2O1 (centres undefined)	-4.0	5.6	-5.9	-0.4	-3.0	-3.4	-4.6	·	1.4	8.1
Cc1nnc(SCc2cnc(-c3ccc(C(C)C)cc3)s2)n1C	-7.3	24.6	5.9	-0.9	1.6	1.9	-0.2	-2.9	1.3	6.8
C=CCn1c(=O)n(CCC#N)c(=O)n(CCC#N)c1=O	1.8	15.4	0.1	-0.6	-0.6	0.0	-7.6	1.5	2.9	15.8
Cn1cc(CN2CCCC(C(=O)c3ccc(-c4ccccc4)cc3)C2)cn1 (centres undefined)	-2.5	0.8	-5.4	-3.5	-2.8	1.4	-2.2	-2.6	-6.6	10.0
O=C(CN1CCN(c2ccccc2)CC1)N1N=CCC1c1ccccc1 (centres undefined)	-0.1	12.7	-0.4	0.4	0.2	-0.1	-19.9	0.5	-3.9	11.2
COCC(C)n1c(C)cc(C(=O)CSc2nnc(N)s2)c1C (centres undefined)	-3.9	-5.5	-0.8	-0.2	0.3	-1.3	3.5	-2.3	-0.4	0.2
Cn1c(SCc2ccon2)nc2ccccc2c1=O	-8.9	10.9	13.5	-2.1	0.6	-0.9	-13.8	-3.7	-2.4	10.3
CC(C)Cn1c(N)c(C(=O)COC(=O)c2ccccc2C(=O)c2ccccc2)c(=O)n(C)c1=O	-0.7	-7.0	-8.4	-1.0	-0.1	-2.9	-0.5	-1.7	3.1	-35.0
O=C1/C(=C/Nc2ccc3c(c2)OCO3)CCc2ccccc21	-0.2	1.0	-3.4	0.2	-0.6	-4.2	-3.4	-0.6	7.2	-41.5
CCCCCC(=O)Nc1ccc(N2CCN(C(=O)c3ccccc3)CC2)cc1	3.8	1.7	-0.1	-0.5	0.2	-2.1	-2.2	-0.9	-1.0	-24.4
CC(c1ccncn1)N(C)C(=O)c1ccc2oc(Cc3ccccc3)nc2c1 (centres undefined)	2.9	-0.9	-5.3	-1.7	0.6	-0.7	-1.2	-5.6	-7.8	13.1
CCCN(C(=O)c1cc(S(=O)(=O)N2CCCCC2)ccc1Cl)C1CCS(=O)(=O)C1 (centres undefined)	-5.8	-3.3	-2.6	0.1	0.0	-0.6	-9.7	-4.4	12.6	1.3
CCC(=O)Nc1nc2ccccc2n1Cc1ccc(C)cc1	-7.2	2.1	-11.0	-0.5	-0.7	0.2	5.2	-0.4	3.6	5.4

Reformatted with values under each structure: seven of the compounds above
Values in the order: Keap1 Nrf2 FP	Rtt109 HAT inh	PKA-R2B activ	CAL PDZ FP-1	C-LANA FP	DAGLB inhibitor	Cardiac RTF inh	CAL PDZ FP-2	cardiac RTF act	SR-BI uptake up
- COCC(C)n1c(C)cc(C(=O)CSc2nnc(N)s2)c1C (centres undefined)
 : -3.9	-5.5	-0.8	-0.2	0.3	-1.3	3.5	-2.3	-0.4	0.2
- Cn1c(SCc2ccon2)nc2ccccc2c1=O
 : -8.9	10.9	13.5	-2.1	0.6	-0.9	-13.8	-3.7	-2.4	10.3
- CC(C)Cn1c(N)c(C(=O)COC(=O)c2ccccc2C(=O)c2ccccc2)c(=O)n(C)c1=O
 : -0.7	-7.0	-8.4	-1.0	-0.1	-2.9	-0.5	-1.7	3.1	-35.0
- O=C1/C(=C/Nc2ccc3c(c2)OCO3)CCc2ccccc21
 : -0.2	1.0	-3.4	0.2	-0.6	-4.2	-3.4	-0.6	7.2	-41.5
- CCCCCC(=O)Nc1ccc(N2CCN(C(=O)c3ccccc3)CC2)cc1
 : 3.8	1.7	-0.1	-0.5	0.2	-2.1	-2.2	-0.9	-1.0	-24.4
- CC(c1ccncn1)N(C)C(=O)c1ccc2oc(Cc3ccccc3)nc2c1 (centres undefined)
 : 2.9	-0.9	-5.3	-1.7	0.6	-0.7	-1.2	-5.6	-7.8	13.1
- CCCN(C(=O)c1cc(S(=O)(=O)N2CCCCC2)ccc1Cl)C1CCS(=O)(=O)C1 (centres undefined)
 : -5.8	-3.3	-2.6	0.1	0.0	-0.6	-9.7	-4.4	12.6	1.3

Next part:
SMILES	Keap1 Nrf2 FP	Rtt109 HAT inh	PKA-R2B activ	CAL PDZ FP-1	C-LANA FP	DAGLB inhibitor	Cardiac RTF inh	CAL PDZ FP-2	cardiac RTF act	SR-BI uptake up
O=C(CCCN1C(=O)C2CC=CCC2C1=O)Nc1cccc(F)c1 (centres undefined)	-3.9	-21.7	-9.0	-10.3	-1.1	0.1	-3.8	-5.6	-3.3	7.5
COc1ccc(Cl)cc1NC(=O)CN(C)C(=O)C1CC(=O)N(Cc2ccc(C)cc2)C1 (centres undefined)	-1.0	-0.4	4.0	-2.4	0.7	-1.8	-7.1	-2.7	-4.3	-4.1
O=C(NC(Cc1ccc2c(c1)OCO2)C(=O)N1CCCC1C(=O)O)c1ccccc1 (centres undefined)	-3.4	22.5	-13.4	-2.0	3.5	0.9	1.2	-4.2	0.3	19.7
Cc1ccccc1NS(=O)(=O)c1cc2c(cc1C)N(C)CCO2	-1.2	0.3	-0.1	0.0	0.7	1.8	-1.7	·	-4.2	15.7
CCc1noc(C)c1C(=O)OC(C)C(=O)Nc1ccc2c(c1)OCO2 (centres undefined)	-3.5	-12.8	-2.6	0.8	0.0	-3.1	-5.7	-3.5	2.0	11.4
CCCCCCc1nnc(N)s1	-2.2	7.8	-2.6	-1.8	0.9	-1.6	-1.4	·	-0.8	12.3
O=c1[nH]c(/C=C/c2ccccc2)c([N+](=O)[O-])c(=O)[nH]1	-8.3	-6.5	2.8	·	2.3	6.7	-9.0	-11.5	-1.8	·
COCCCNC(=O)c1ccc(CS(=O)(=O)Cc2cccc(C)c2)o1	1.7	-0.2	-3.0	-0.3	4.7	2.4	-6.8	-3.4	0.0	18.4
CC(C)c1ccc(/C=C2\SC(=S)N(CC(=O)NCCCN3CCOCC3)C2=O)cc1	0.1	15.6	-13.6	0.2	-1.3	-0.1	-0.6	-4.5	-3.2	·
O=C(Cc1c[nH]c2ccccc12)NCc1ccc(Cl)cc1Cl	-1.4	-9.9	-0.7	-0.8	0.3	1.0	-11.1	2.5	-1.3	36.7
COCc1cc(C)nc(OCC(=O)N/N=C/c2ccc(-c3cc([N+](=O)[O-])ccc3C)o2)c1C#N	2.1	-0.3	-8.6	-5.2	-0.6	0.6	-7.9	1.8	-0.3	-23.4
CCOc1ccc(C(NC(C)=O)c2ccc(OC)c(OC)c2)cc1 (centres undefined)	-3.6	1.8	-18.0	-2.3	0.7	0.3	-13.8	-2.7	0.1	8.4
Cc1ccc(-c2csc3ncnc(Nc4ccc(C(=O)O)cc4)c23)cc1	-3.6	15.6	2.5	-2.3	-1.4	0.4	-14.7	3.7	-1.8	·
